Screens: PubChem, several laboratories
HCT116 bCat-KO – beta-catenin-lacking colon tumor cell growth suppression. HCT116 beta-catenin knockout viability, CellTiter-Glo, 60 h; hits give low values. viability, % at 10 µM. actives 1.5% (n = 140,000);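 active = viability at or under a set limit, the compound median less 4 SD, cut at about 6% in these data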;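 note: 0% = Hyamine 1622 control at 20 µM and 100% = untreated cell control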
BB579 growth dn – yeast BB579 growth reduction in restrictive medium | AID 804 | inhibition, % at 10 µM | actives 0.51% (n = 140,000) | S. cerevisiae BB579 growth, OD615, 48 h;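 active = inhibition above a set limit, 3 SD over the mean compound inhibition, cut at about 44% in these data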; note: inactives centre near -24
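Test system: S. cerevisiae DeaD strain BB579 yeast; Medium: restrictive CSMM-D medium; Compound: one dose, 10 µM compound with 0.25% DMSO; Incubation: 4 h cell preincubation, 48 h compound exposure, 30 °C humidified; Signal: OD at 615 nm; Benchmarks: amphotericin B at 10 µg/mL as positive control.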
Yeast lifespan up – yeast lifespan extension; S. cerevisiae growth with nicotinamide, OD615; deaD strain in restrictive glucose medium; inhibition of the nicotinamide effect, % at 10 µM; actives 0.68% (n = 130,000);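 active = inhibition above a set limit, placed 3 SD over the median of all compounds, cut at about 26% in these data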;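 note: 0% = nicotinamide-treated wells and 100% = cells grown without nicotinamide; some compounds called inactive have numbers as strong as hits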
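Assay system: engineered S. cerevisiae DeaD replicative-lifespan strain, galactose-grown log-phase cells; Buffer or medium: CSMM-D glucose medium, restrictive; Probe or stimulus: nicotinamide 1.5 mM; Compound: single dose 10 µM compound, 0.25% DMSO; Schedule: 4 h preincubation then 48 h treatment at 30 °C; Technique: OD615 measurement.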
Phagocytosis inh – blocks phagocytosis by macrophages; J774A.1 macrophage IgG-bead phagocytosis, imaging; inhibition, % at 5 µM; actives 0.07% (n = 110,000);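 active = inhibition above the mean of the plate negative controls plus 5 SD, cut at about 13% in these data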;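 note: phagocytic index as fraction of beads internalized from green versus red external bead signal; plate controls were DMSO negative control for no effect and cytochalasin-D positive control for full effect; some results beyond the cut were filed as inactive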
PTEN del growth – suppresses growth of cells with PTEN deletion | HCT116 PTEN-null viability, CellTiter-Glo, 60 h; hits give low values | viability, % at 10 µM | actives 1.2% (n = 140,000);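 active = viability at or below a set limit, 4 SD under the median of all tested compounds, cut at about 3.7% in these data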;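 note: PTEN knockout HCT116 line with beta catenin targeted HCT116 as companion control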
Measles CPE – protection of cells from measles virus; Measles virus-infected cells, CPE protection, absorbance; protection (pct of control), % at 4 µM; actives 1.5% (n = 140,000); in the data active = protection mostly above about 24%, no sharp cut-off; inactive = mostly below about 26%; note: some compounds called inactive have numbers as strong as hits
NPY-Y2 antag – antagonists of human neuropeptide Y receptor Y2; P49146; NPY-Y2 expressing cells, antagonist mode; inhibition, % at 2.7 µM; actives 0.99% (n = 140,000); AID 793; in the data active = inhibition above about 17%;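 note: 0% = vehicle with agonist challenge and 100% = reference antagonist with challenge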
Target sequence (P49146 whole entry, looked up): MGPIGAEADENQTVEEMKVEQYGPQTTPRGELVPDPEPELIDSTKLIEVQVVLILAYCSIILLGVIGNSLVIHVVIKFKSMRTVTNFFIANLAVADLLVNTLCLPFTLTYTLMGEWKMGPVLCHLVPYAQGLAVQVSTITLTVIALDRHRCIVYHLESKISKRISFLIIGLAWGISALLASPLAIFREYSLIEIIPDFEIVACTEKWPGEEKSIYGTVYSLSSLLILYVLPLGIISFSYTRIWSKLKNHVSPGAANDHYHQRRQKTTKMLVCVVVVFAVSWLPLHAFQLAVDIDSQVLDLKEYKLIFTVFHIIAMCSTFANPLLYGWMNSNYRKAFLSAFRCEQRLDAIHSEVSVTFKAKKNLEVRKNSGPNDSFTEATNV
E-sel TNF inh – blocks E-selectin expression induced by TNF alpha | HUVEC TNFa-induced E-selectin immunofluorescence, high content | inhibition, % at 2 µM | actives 0.71% (n = 120,000);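 active = inhibition above the batch mean plus 3 SD, and confirmed as a hit on visual image review, cut at about 43% in these data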;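 note: 0% = TNF-stimulated DMSO wells and 100% = unstimulated control wells; not every result past the cut was called active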
GALR2 blocker – blocks the human galanin receptor 2; O43603; actives 0.39% (n = 140,000); inhibition, % at 4 µM; AID 828; GALR2-expressing cells, antagonist mode; in the data active = inhibition above about 27%;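 note: cells stimulated with galanin 1-16 at roughly its EC80; 0% = agonist challenge control and 100% = basal control without agonist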
Target sequence (O43603 whole entry, looked up): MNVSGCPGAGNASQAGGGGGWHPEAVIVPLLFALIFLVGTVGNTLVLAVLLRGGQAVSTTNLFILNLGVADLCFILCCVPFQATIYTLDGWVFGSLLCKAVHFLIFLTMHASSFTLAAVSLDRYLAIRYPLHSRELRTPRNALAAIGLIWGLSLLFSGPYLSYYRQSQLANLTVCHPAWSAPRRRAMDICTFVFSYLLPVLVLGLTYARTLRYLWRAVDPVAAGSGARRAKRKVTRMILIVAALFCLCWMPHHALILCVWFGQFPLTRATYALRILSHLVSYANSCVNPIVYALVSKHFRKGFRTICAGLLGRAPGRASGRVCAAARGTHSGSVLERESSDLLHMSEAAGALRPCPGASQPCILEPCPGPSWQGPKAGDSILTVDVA
MRP1 act – activates MRP-1. viability increase, % at 10 µM. H69AR cells + doxorubicin, viability rescue, CellTiter-Glo. actives 0.61% (n = 140,000);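 active = viability gain under doxorubicin at or above a set limit, the compound median plus 3 SD, cut at about 4.7% in these data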;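 note: MRP-1 overexpressing cells given doxorubicin 25 µM after compound pretreatment; 18-22 h compound pretreatment then 72 h with doxorubicin before readout; 0% = doxorubicin-only wells and 100% = vehicle-treated cells without doxorubicin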
* hit, by the source's call; x = not tested or not shown.

SMILES	HCT116 bCat-KO	BB579 growth dn	Yeast lifespan up	Phagocytosis inh	PTEN del growth	Measles CPE	NPY-Y2 antag	E-sel TNF inh	GALR2 blocker	MRP1 act
O=C(CNC(=O)C1CCCCC1)Nc1cc(Cl)ccc1Cl	105	-38	4	x	89	8	3	x	17	-2.0
CN(C1=C(NC(=O)c2ccc(Cl)cc2)C(=O)c2ccccc2C1=O)c1ccccc1	1.6*	-22	12	-7	1.6*	1	-10	x	-22	-5.3
CCN(c1cccc(C)c1)S(=O)(=O)c1cccc2nsnc12	70	-41	5	0	63	7	1	-27	6	-3.0
Cc1ccc(S(=O)(=O)NCCC(=O)Nc2ccc(Cl)c(Cl)c2)cc1	91	-4	-1	-9	89	7	0	x	5	-1.6
COc1ccc(NS(=O)(=O)c2ccc(OC)c(N(C)S(=O)(=O)c3ccc(Cl)cc3)c2)cc1	13	-3	-13	0	23	4	3	-45	-9	0.7
CCc1cc2c(=O)[nH]c(Cc3ccc(Cl)cc3)nc2s1	81	-50	-8	-2	79	14	2	20	-3	-1.7
CCCC1CCC(c2nc(-c3cccnc3)no2)CC1 (configuration not stated)	98	-43	8	1	98	11	-1	-63	-5	0.7
CN1CCc2c(OCC(=O)N3N=C(c4cccs4)CC3c3ccc(F)cc3)cccc2C1=O (configuration not stated)	94	-6	13	-7	100	6	0	8	12	-5.0
COc1ccc(/C=N/NC(=O)c2ccc(O)cc2O)cc1CSc1ccccn1	83	-28	-7	10	78	11	3	x	-9	-2.5
CC1Cc2ccccc2N1C(=O)COC(=O)C1(c2ccccc2F)CCCC1 (configuration not stated)	77	-44	7	-7	66	8	4	-3	-17	-3.6
CCOc1cc(N2CCOCC2)c(OCC)cc1NC(=O)c1cc(-c2ccco2)nc2ccccc12	71	-13	-8	0	66	2	-2	-26	15	-3.6
CC(C)n1c(/N=C/c2c[nH]c3ccccc23)nc2ccccc21	66	-16	-24	x	72	19	3	4	-4	-4.5
COc1ccc(NC2=NCC(=O)N2c2ccccc2)c(OC)c1	92	-6	-2	0	99	6	0	x	-1	-1.3
O=C(Cn1c2[n+](c3ccc(C(F)(F)F)cc31)CCCCC2)Nc1ccccc1	87	-7	-6	-7	97	9	1	x	1	-1.4
CC(=O)c1ccc(S(=O)(=O)Nc2cccc(S(=O)(=O)NC3=NCCC3)c2)cc1	99	10	-2	-2	101	13	1	6	3	-0.3
O=C(Nc1ccccc1)OCCN1CCN(Cc2ccccc2)CCC1=O	96	-26	4	x	84	11	3	-28	-11	-2.5
COc1ccccc1CN=Cc1[nH]c2ccc(Br)c(Cl)c2c1O	20	13	-7	0	58	20	1	x	10	-1.3
O=C(O)/C=C/C(=O)N1CCN(c2ccccc2F)CC1	82	-21	1	0	94	7	3	x	8	-1.8
COC1=CCC2([N+](=O)[O-])CN(CCO)CC1([N+](=O)[O-])C2 (configuration not stated)	90	-45	11	0	96	5	-2	x	15	-0.4
CCOC(=O)c1ccc(NC(=O)C2(c3ccc(OC)cc3)CCOCC2)cc1	71	-32	-12	x	64	6	0	1	0	-0.8
O=C(Nc1cccc(N=Cc2cc(Br)cc(Br)c2O)c1)c1ccco1	65	100*	-10	-2	68	11	17*	x	11	-1.3
CS(=O)(=O)N(CC(=O)NCc1ccccc1Cl)Cc1ccccc1	93	-15	x	x	90	13	2	10	-6	-2.8
CCOC(=O)c1nnn(CC(=O)N2N=C(c3ccc(Cl)cc3)CC2c2ccc(OC)cc2)c1C(=O)OCC (configuration not stated)	86	-42	-4	x	83	13	1	20	0	-3.6
O=C(CCCc1nc2ccccc2s1)Nc1nccs1	89	-16	1	-1	87	0	5	32	6	-0.2
c1ccc2c(NC3CCCC3)nnc(NC3CCCC3)c2c1	59	-11	-24	-1	59	9	12	-7	15	-4.9
CC(=O)CSc1nc2ccc(Nc3nc(N4CCOCC4)nc(N4CCOCC4)n3)cc2s1	8	-49	-27	0	6	30	0	-30	7	-5.4
O=C(COc1ccc(C(=O)Nc2ccc(Cl)cc2)cc1)NCc1ccccc1	51	-45	3	-5	40	16	5	x	10	-5.2
COc1cc(CNc2ccc3c(c2)CCC3)cc(OC)c1O	109	-26	-22	0	101	7	0	x	0	-3.2
C=CCOc1ccc2ccccc2c1CNCCCN1CCOCC1	81	-33	-21	-2	76	24	20*	-74	15	-3.6
O=C(Cn1c(NCCO)nc2ccccc21)NCCc1ccccc1	89	-45	2	3	88	21	1	x	-2	-1.4
O=c1oc2cc(OCc3ccc(F)cc3F)ccc2cc1-c1ccc2ccccc2n1	85	-32	-3	x	97	21	-1	10	-1	-2.6
Cn1cccc1C(=O)C(=O)Nc1cc(Cl)cc(Cl)c1	57	-73	-11	x	64	15	-2	-4	1	0.2
CCc1ccc(N2C(=O)C(Cl)=C(N3CCOCC3)C2=O)cc1	94	-31	0	-1	89	13	6	x	23	-0.3
Cc1cc(C)cc(OCC(=O)NNC(=O)c2cc3ccccc3o2)c1	93	-60	2	-3	99	4	11	x	-2	-0.5
CC(=O)Nc1ccc(S(=O)(=O)NCC2CCC(C(=O)NCCCN3CCCC3=O)CC2)cc1 (configuration not stated)	89	-81	-11	x	104	16	1	-8	-8	-1.0
COc1ccc2nc(NC(=O)CSc3nc(C)cc(=O)[nH]3)sc2c1	91	34	-7	5	88	28	-3	-11	-3	-1.1
Cc1ccc(S(=O)(=O)N2CCCCC2)cc1NC(=O)COC(=O)Cc1cccc2ccccc12	87	-25	8	0	92	17	1	x	-3	0.4
O=C(NCCc1ccncc1)Nc1ccc(Cl)cc1	91	-31	1	2	92	13	2	-22	0	-0.3
COCc1cc(C)nc(N2CCNCC2)c1C#N	102	-78	2	0	104	8	2	11	-5	-0.1
CCOc1ccc(NC(=O)Cn2nnc(-c3ccccc3NC(=O)c3cccs3)n2)cc1	8	-19	-3	0	11	19	0	18	-6	-2.4
N#Cc1c(-c2ccccc2)nc(SCC(=O)Nc2ccccc2)[nH]c1=O	97	-9	7	-9	98	28	6	x	11	9.6*
COC(=O)N/N=C/c1ccc([N+](=O)[O-])s1	46	16	-9	-5	50	4	0	-3	-3	-3.9
CC(=O)Nc1ccc(NC(=O)C(C)Oc2ccccc2F)cc1 (configuration not stated)	93	-19	-5	x	105	16	-1	-7	5	-0.3
Cc1cc(C)c(NC(=O)CSc2nc3ccc(NC(=O)CSc4nnnn4-c4ccccc4)cc3s2)c(C)c1	38	-17	6	x	62	6	0	-16	6	-3.6
COc1cccc(CNC(=O)C2CCCN(S(=O)(=O)c3cccc4nonc34)C2)c1 (configuration not stated)	98	-14	-7	x	94	1	2	-33	-2	-2.7
O=C(O)c1ccc2c(c1)NC(=O)C(N1CCCC1)S2 (configuration not stated)	94	-3	-7	0	90	3	-2	20	2	-2.8
CC(=O)Nc1nc(S(=O)(=O)c2ccc(C)cc2)c(Cl)s1	85	-42	-2	x	87	11	-2	-1	-9	-4.0
COc1ccc(-c2sc(NC(C)=O)nc2-c2ccccc2)cc1	95	-17	-2	2	84	16	-1	4	0	-3.0
CCn1c(SCC(=O)Nc2nccs2)nnc1-c1ccncc1	103	-27	5	-1	102	10	2	9	-5	2.9
Cc1nn(Cc2ccccc2)c(C)c1NC(=O)CSc1n[nH]c(C)c1[N+](=O)[O-]	95	-23	3	-2	91	20	0	x	5	-0.2
c1ccc2[nH]c(CN3CCOCC3)nc2c1	94	19	-2	1	90	5	3	5	-1	-0.2
COCCOC(=O)C1=C(C)Nc2ncnn2C1c1ccccc1 (configuration not stated)	102	2	-2	0	96	9	2	x	2	-0.9
CC12CCC(C(=O)NCc3ccccc3Cl)(C(Br)C1=O)C2(C)C (configuration not stated)	93	-10	2	x	92	3	3	x	14	-0.6
Cc1oc(-c2ccc(Cl)cc2)nc1CN1CCCC(C(=O)NCc2cccnc2)C1 (configuration not stated)	20	-10	-12	0	36	2	1	-12	8	-0.7
CS(=O)(=O)NCCSCc1ccco1	81	-23	-11	0	97	3	2	x	-6	-1.2
COc1ccc(N2CCN(CC(=O)Nc3nc4c(s3)CC(C)CC4)CC2)cc1 (configuration not stated)	67	19	-28	0	79	3	5	x	-4	-3.4
O=c1c2ccccc2nc(SCc2cccc(F)c2)n1C1CCCC1	80	-48	0	-9	74	9	8	-6	-16	0.3
Cc1ccc(NC(=O)CSc2nnc(-c3cccs3)o2)cc1S(=O)(=O)N1CCCCC1	84	-4	0	-1	89	20	-1	x	-3	1.6
Cc1nc2sc(C(c3cccs3)N3CCN(c4ccccc4)CC3)c(O)n2n1 (configuration not stated)	x	x	x	-1	x	x	2	1	9	x
CCn1c(=O)c(C(=O)NCCN2CCCCC2)c(O)c2ccccc21	102	-1	3	2	104	4	4	x	-3	-2.2

Carrying on.
SMILES	HCT116 bCat-KO	BB579 growth dn	Yeast lifespan up	Phagocytosis inh	PTEN del growth	Measles CPE	NPY-Y2 antag	E-sel TNF inh	GALR2 blocker	MRP1 act
Nc1ccc2oc(-c3ccc4nc[nH]c4c3)nc2c1	68	-9	x	x	64	6	0	1	4	-2.3
COc1cccc(N2CCN(Cc3nc4scc(-c5ccccc5)c4c(=O)[nH]3)CC2)c1	28	-60	1	-8	26	6	3	15	-3	-2.1
O=C(COC(=O)c1ccc(S(=O)(=O)NCc2ccco2)cc1)Nc1ccc(OC(F)F)cc1	88	-35	-4	1	107	21	0	24	-17	-0.8
O=C(Nc1ccc(F)c(F)c1)c1cnc(-c2ccccc2)nc1-c1ccccc1	95	-11	-7	-1	93	20	0	-31	-1	-2.1
O=C(COc1ccccc1Cl)NCc1ccncc1	91	-35	0	0	97	9	1	-17	14	-1.6
Cc1nc2ccccc2c2nc(N)nn12	92	-26	x	x	99	10	-1	-3	-7	-1.4
C#CC[N+]1(CC#Cc2ccccc2)CCCC1	94	-4	-8	x	98	21	2	x	5	-2.2
CCOc1ccc2[nH]c(=O)c(CN(CCc3ccccc3)C(=O)c3cnccn3)cc2c1	89	-28	-5	-1	85	7	0	6	-8	-2.7
Cc1ccc2nc3c(cc(C(N)=S)c(=N)n3CCCOC(C)C)c(=O)n2c1	52	-52	-1	0	36	8	-1	-3	-17	-2.1
Cn1c(=O)c2c(ncn2CC(=O)NC(C)(C)C)n(C)c1=O	82	-6	-15	0	98	6	0	x	0	0.1
CCNc1nc(NCC)nc(OCCOC(=O)COc2ccc(Cl)cc2Cl)n1	83	-9	x	x	89	21	5	-10	-4	-1.9
Cc1ccc(CCC(=O)Nc2ncc(Cc3cccc(Cl)c3Cl)s2)o1	12	-44	4	23	15	10	4	33	-26	-2.5
COc1cc(C(=O)Oc2cc(C)[nH]c(=O)c2[N+](=O)[O-])cc(OC)c1OC	93	6	1	x	101	8	-1	-5	-3	0.7
COC(=O)c1c(C(=O)OC)c(-c2ccccc2)n2c1CS(=O)C2 (configuration not stated)	92	-45	-2	-1	98	8	-1	2	-5	-0.8

Not a hit list. About 6.1% of those tested had a hit in this group.
